Tb PFK block: qHTS Assay to Find Inhibitors of T. brucei phosphofructokinase. ATP-dependent 6-phosphofructokinase (Trypanosoma brucei brucei), O15648. T. brucei PFK, ADP-Glo luminescence. Potency, µM (top dose mostly 57.5 µM), without a hit: at the highest dose activity, negative = inhibition, usual class: inhibitors. actives 0.17% (n = 330,000);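 note: potency is the fitted concentration of half-maximal effect; 0% = uninhibited 1x PFK enzyme wells and -100% = no-enzyme wells; nearly all actives have a fitted effect of over 60% in size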
Target sequence (O15648 whole entry, looked up): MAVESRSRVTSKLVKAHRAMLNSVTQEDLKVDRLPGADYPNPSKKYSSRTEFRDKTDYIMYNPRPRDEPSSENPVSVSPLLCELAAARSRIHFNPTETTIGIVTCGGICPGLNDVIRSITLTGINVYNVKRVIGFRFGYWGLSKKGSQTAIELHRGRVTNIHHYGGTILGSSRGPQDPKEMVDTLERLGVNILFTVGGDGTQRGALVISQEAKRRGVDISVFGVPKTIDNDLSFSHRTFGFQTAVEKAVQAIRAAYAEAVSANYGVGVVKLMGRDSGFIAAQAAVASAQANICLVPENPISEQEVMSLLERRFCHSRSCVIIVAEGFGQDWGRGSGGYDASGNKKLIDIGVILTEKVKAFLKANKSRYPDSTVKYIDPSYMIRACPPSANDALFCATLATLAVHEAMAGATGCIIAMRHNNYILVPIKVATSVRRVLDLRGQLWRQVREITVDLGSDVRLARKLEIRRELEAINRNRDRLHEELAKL
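In TEA buffer at pH 8.0 with 5 mM MgCl2, enzyme (1.25 nM) converted F6P (0.5 mM) and ATP (0.1 mM) for 45 min at room temperature. ADP product was read by luciferase luminescence.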
TCR activator: Activators of T cell receptors: qHTS campaign; primary human leukocytes, anti-CD3, IL-2 HTRF, 48 h; Potency, µM (top dose mostly 9.22 µM), for inactives: top-dose activation of IL-2 secretion, most hits filed as activators; 330,000 tested, under 10 active; note: % of control where 0% means no effect
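Activity was scored as IL-2 release from primary human leukocytes given only a TCR signal (a-CD3 beads) plus compound for 48 hr. Detection used a two-antibody HTRF format read at 665nm.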
USP2a inh: qHTS Assay for Inhibitors of Ubiquitin-specific Protease USP2a Using CHOP2 as the Reporter; Ubiquitin carboxyl-terminal hydrolase 2 (Homo sapiens), O75604; USP2 core, Ub-CHOP2 coupled fluorogenic reporter, 485/531; Potency, µM (top dose mostly 38.3 µM), for the others: at the top dose activity change, negative = inhibition, most hits filed as inhibitors; actives 0.01% (n = 330,000);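 note: potency is the fitted concentration of half-maximal effect; plate controls were DMSO wells for no effect and full inhibition by NEM control for full effect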
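Deubiquitinase activity read as fluorescence (485/531 nm) after Ub-CHOP2 cleavage activates the enterokinase reporter on its substrate; USP2 core 10nM, Ub-CHOP2 and substrate 25nM each, 30min compound preincubation then 60min RT; data normalized to NEM, curves fitted.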
TSHR antagonist: Antagonists of the Thyroid Stimulating Hormone Receptor: HTS campaign; Thyrotropin receptor (Homo sapiens), P16473; TSHR-expressing cells, TSH-stimulated cAMP HTRF, 2 h; active compounds read low; activity change, negative = inhibition, % at 11.5 µM; actives 0.2% (n = 330,000); AID 504810, 2011;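 active = activity change below a set negative limit, meaning inhibition stronger than a set level, cut at about -70% in these data; inconclusive = activity change between two set negative limits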; note: % is set by controls: 0 for no effect and ±100 for the full control effect
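Freshly harvested TSHR cells receive pin-tooled compound, then EC80 TSH at 4nM final. After 2 hours at 37 deg C, antibody in lysis buffer and cAMP-d2 are added; 30 minutes at ambient temperature precede the HTRF read.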
TSG101-PTAP inh: qHTS Assay for Iinhibitors of HIV-1 Budding by Blocking the Interaction of PTAP/TSG101; Tumor susceptibility gene 101 protein (Homo sapiens), Q99816; Fluorescence polarization, FITC-PTAP peptide / Tsg101 binding; Potency, µM (top dose mostly 115 µM), inactives show at the highest dose activity change, negative = inhibition, hits mostly inhibitors; 340,000 tested, under 10 active; AID 493005, 2010; active = well fitted inhibition curve with a large enough effect in the main read-out, with a control signal flat, not every such curve was filed as active; inconclusive = small, poorly fitted or top-dose-only effect, or effect the other way, or a change in a side signal; inactive = no such curve, though single readings can be large or run the other way; note: potency is the fitted concentration of half-maximal effect; % of control where 0% means no effect
Target sequence (Q99816 whole entry, looked up): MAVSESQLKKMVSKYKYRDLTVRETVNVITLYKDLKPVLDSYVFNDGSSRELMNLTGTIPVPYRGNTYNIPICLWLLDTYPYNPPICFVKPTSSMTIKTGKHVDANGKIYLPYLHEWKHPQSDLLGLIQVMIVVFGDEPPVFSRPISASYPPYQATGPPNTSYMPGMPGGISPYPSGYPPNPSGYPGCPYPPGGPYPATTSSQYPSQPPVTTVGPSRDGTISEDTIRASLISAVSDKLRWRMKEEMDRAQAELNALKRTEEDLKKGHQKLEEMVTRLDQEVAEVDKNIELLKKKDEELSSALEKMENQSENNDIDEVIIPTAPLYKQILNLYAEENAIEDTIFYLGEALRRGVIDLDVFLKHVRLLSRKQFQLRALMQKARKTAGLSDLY
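Compounds were pin-transferred onto Tsg101 binding domain (10 uM final) in HEPES pH 7.5 buffer, then FITC-PTAP peptide was added at 50 nM final. After 20 min at RT, polarization reported peptide displacement across a qHTS concentration series.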
Mito fusion act: qHTS Assay for Small Molecule Inhibitors of Mitochondrial Division or Activators of Mitochondrial Fusion. S. cerevisiae fusion-defective mutant growth rescue, CellTiterGlo 48 h. Potency, µM (titrated, usually from 46.1 µM), without a hit: at the top dose growth rescue (activation), most hits filed as activators. actives 0.23% (n = 320,000). AID 485298, 2010;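 note: potency is the fitted concentration of half-maximal effect; % of control where 0% means no effect; nearly all actives have a fitted effect of over 45% in size; temperature-sensitive fusion mutants such as fzo1-1 at 37 °C on non-fermentable ethanol glycerol medium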
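Temperature-sensitive fusion-defective S. cerevisiae (e.g. fzo1-1, mgm1-5) were grown with compound in YPEG medium (3% ethanol, 3% glycerol) for 48 hours at 37C. Growth rescue was measured as viability by CellTiterGlo luminescence after 10 minutes at ambient.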
Eya2 phos inh: qHTS Assay for Inhibitors of the Phosphatase Activity of Eya2. recombinant Eya2, OMFP fluorescence dephosphorylation (OMFP is methylfluorescein phosphate). Potency, µM (doses to about 76.9 µM), for the others: top-dose activity, negative = inhibition, most hits filed as inhibitors. actives 0.006% (n = 330,000). AID 488837, 2010; note: potency is the fitted concentration of half-maximal effect; % is set by controls: 0 for no effect and ±100 for the full control effect
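Eya2 protein (added as 0.2 uM solution) was preincubated with compound for 10 min at ambient temperature in 50 mM HEPES pH 7.5, 50 mM NaCl, 5 uM MgCl2, 0.05% BSA, 1 mM DTT. OMFP (added at 50 uM) then reacted 10 min; fluorescence read at 485/525 nm.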
uPA generation: qHTS for Inhibitors of Cell Surface uPA Generation. Potency, µM (titrated, usually from 38.3 µM), inactives show at the highest dose activity change, negative = inhibition, most hits filed as inhibitors. cell surface uPA generation assay, qHTS. actives 0.31% (n = 330,000); active = well fitted inhibition curve with a large enough effect; inconclusive = small, poorly fitted or top-dose-only effect; inactive = no such curve, though single readings can be large or run the other way; tested in mouse RAW 264.7 cells; note: potency is the fitted concentration of half-maximal effect; % is set by controls: 0 for no effect and ±100 for the full control effect; nearly all actives have a fitted effect of over 55% in size
B2AR arrestin: qHTS assay of beta-arrestin-biased ligands of beta2-adrenergic receptor | Beta-2 adrenergic receptor (Homo sapiens), P07550 | beta-arrestin recruitment to beta2AR, cell-based reporter | Potency, µM (highest dose often 46.1 µM), for the others: top-dose activation, usual class: activators | actives 0.02% (n = 330,000) | AID 492947, 2010;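 note: potency is the fitted concentration of half-maximal effect; 0% = DMSO controls and full agonism = EC100 isoproterenol or metaproterenol; nearly all actives have a fitted effect of over 65% in size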
ELG1 repair inh: qHTS screen for small molecules that inhibit ELG1-dependent DNA repair in human embryonic kidney (HEK293T) cells expressing luciferase-tagged ELG1; HEK293T ELG1-luciferase reporter, luminescence, 16 h; DNA damage induced by 5-fluorouridine; Potency, µM (doses to about 46.1 µM), for the others: at the top dose activity change, negative = inhibition, actives largely listed as inhibitors; actives 2.3% (n = 330,000); note: potency is the fitted concentration of half-maximal effect; % is set by controls: 0 for no effect and ±100 for the full control effect; nearly all actives have a fitted effect of over 55% in size
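DMSO vehicle served as the neutral condition. Each well held 2,000 cells given 5-fluorouridine plus compound; after 16 hr at 37 °C/5% CO2, ONE-Glo was added and luciferase measured 30 min later.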
Chronic BCR inh: qHTS Assay to Find Inhibitors of Chronic Active B-Cell Receptor Signaling. Potency, µM (top dose mostly 46.1 µM), without a hit: at the top dose ratio change, negative = lower green/red ratio, actives largely listed as inhibitors. AID 493014, 2011. ABC-DLBCL IkBa-CBG/CBR reporter, luminescence ratio, 4 h. actives 0.05% (n = 340,000); active = well fitted inhibition curve with a large enough effect in the signal ratio, with a control signal flat, not every such curve was filed as active; inconclusive = small, poorly fitted or top-dose-only effect, or effect the other way, or a change in a side signal; the % refers to the signal ratio;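 note: potency is the fitted concentration of half-maximal effect; plate controls were basal doxycycline-induced cells for no effect and cells given 10 µM MG132 for full effect; MG132 reads +100%, hits lower the ratio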
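TMD8 human ABC-DLBCL cells with doxycycline-inducible IκBα–green luciferase fusion and unfused red luciferase, in 0.5% FBS medium; compounds up to 46 uM, 4 h at 37C. Green/red luminescence ratio, filter-overlap corrected, fitted to concentration-response curves.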
* marks the source's active call; other numbers are inactive results; ? = inconclusive; · = no result given; [ ] = dose if it differs, or a comment. Unless noted, calls come from the whole dose curve; as a rule, active = well fitted curve in the direction sought with a large enough effect; inconclusive = small, poorly fitted or top-dose-only effect, or another doubt; inactive = no such curve, though single readings can be large; an effect the other way counts as inactive or inconclusive.

SMILES	Tb PFK block	TCR activator	USP2a inh	TSHR antagonist	TSG101-PTAP inh	Mito fusion act	Eya2 phos inh	uPA generation	B2AR arrestin	ELG1 repair inh	Chronic BCR inh
O=C(c1cc(-c2ccco2)on1)N1CCN(C(c2ccccc2)c2ccccc2)CC1	4.6%	7.6%	0.5%	8.1	-7.4%	1.5%	-14.0%	·	0.1%	-5.4%	4.1%
CC1(C)NC(=O)N(CC(O)CN2CCOCC2)C1=O (stereo unspecified)	1.8%	2.9%	-0.8%	-3.8	-0.7%	-0.8%	5.4%	1.7%	-0.2%	5.6%	-3.6%
O=S(=O)(NCCC1=CCCCC1)c1ccccc1Cl	-4.3%	6.5%	-0.2%	-24.0	-7.0%	9.4%	-7.2%	-6.8%	0.0%	16.1%	2.1%
CCC1CCCCN1S(=O)(=O)c1ccc(NC(=O)C2CCN(C(=O)c3ccco3)CC2)cc1 (stereo unspecified)	-1.5%	-4.5%	1.9%	-9.3	0.6%	-9.5%	-9.6%	9.1%	-1.0%	?	?
CC(C)(CO)NC(=S)NCc1ccco1	-1.5%	-1.7%	3.5%	8.5	-3.0%	-0.9%	2.5%	-3.8%	-0.7%	-16.2%	1.8%
Cc1ccc(S(=O)(=O)NCc2ccc(C(=O)N(C)CCC#N)cc2)cc1	-0.6%	4.3%	3.1%	6.2	-3.5%	1.5%	10.4%	5.4%	-0.9%	-3.0%	4.1%
CS(=O)(=O)c1cnc(-c2ccccc2)nc1Oc1ccc(Cl)cc1	2.9%	2.0%	0.2%	11.4	-2.9%	-1.5%	-6.7%	-0.6%	0.0%	18.3%	2.9%
COc1ccc(OC)c(C2=NO[C@@H]3C(=O)N(c4cc(Cl)ccc4OC)C(=O)[C@H]23)c1	1.8%	2.4%	-2.9%	6.7	-4.9%	-2.3%	5.9%	-0.9%	0.1%	5.4%	?
Cc1cccc(NC2=C(Cl)C(=O)OC2OC(C)C)c1 (stereo unspecified)	-1.5%	0.8%	-1.3%	2.3	-2.6%	-4.0%	2.6%	-27.3%	-0.2%	1.8%	8.3%
CCOC(=O)c1[nH]c(C)c(C(=O)N2CCN(c3ccccc3)CC2)c1C	-0.5%	-1.1%	0.2%	15.3	-5.5%	0.0%	-5.1%	·	0.1%	3.0%	2.9%
CC1=C(CC(=O)c2ccc(Cl)cc2)C(=O)c2ccccc2C1=O	-22.1%	0.4%	-1.0%	21.0	0.8%	-6.8%	5.7%	·	0.1%	?	?
CCS(=O)(=O)Nc1ccccc1C(N)=O	-0.2%	-1.2%	3.2%	3.7	-0.2%	3.2%	7.6%	-0.1%	-0.4%	13.6%	1.2%
O=[N+]([O-])c1cccc(N=Cc2sc3ccccc3c2O)c1	-4.8%	·	6.6%	4.0	·	6.3%	-6.2%	·	-0.2%	?	?
Cc1ccc(-c2sc(C(=O)NN)c(C)c2C#N)cc1	0.8%	-0.1%	0.7%	-7.0	-1.5%	6.0%	-2.5%	-28.6%	-0.3%	?	?
Cc1ccc(C)c(SCC(=O)NCC(c2ccco2)N2CCCCC2)c1 (stereo unspecified)	2.8%	-0.9%	0.0%	-15.1	1.8%	4.6%	-10.8%	0.5%	0.4%	-6.4%	16.9%
Cc1ccc(C)c(N(C(=O)c2csnn2)C(C(=O)NC2CCCCC2)c2ccncc2)c1 (stereo unspecified)	3.0%	4.5%	-0.7%	3.6	-2.0%	1.9%	0.5%	-2.9%	0.8%	-6.6%	3.1%
Cc1cc(C)c2[nH]c(=O)c(CN(CC3CCCO3)C(=O)c3cnccn3)cc2c1 (stereo unspecified)	-4.7%	-6.6%	-2.0%	1.6	-9.7%	3.2%	-14.8%	-2.1%	0.2%	11.7%	?
Cc1cccc(C(=O)Nc2nnc(SCC(=O)NC3CC3)s2)c1	6.7%	6.8%	-5.0%	-8.1	0.1%	6.2%	-18.8%	-2.2%	0.3%	?	-9.0%
CCOc1cc(C(=O)Nc2ccccc2F)cc(Br)c1OCC	-0.7%	-5.4%[46.1 µM]	5.1%	-12.5	-5.3%	2.2%	-3.7%	1.0%	-0.5%	?	-1.1%
Cc1cc(NC(=S)NC(=O)C2CC2)ccc1Br	-8.5%	3.0%[46.1 µM]	-4.4%	-2.8	-0.4%	1.6%	-7.2%	5.9%	12.0%	?	-7.4%
COc1ccc(S(=O)(=O)Nc2ccccc2C(=O)N2CCOCC2)cc1C	-17.3%	2.9%	0.8%	5.3	-5.3%	3.0%	7.5%	-2.8%	-0.9%	18.2%	-0.8%
Cc1ccc(O)c(C2=NOC(O)(C(F)(F)F)C2)c1 (stereo unspecified)	-10.8%	-4.6%	-0.6%	16.8	-2.3%	2.8%	3.9%	1.9%	-0.2%	-3.2%	-14.7%
Cc1ccc(S(=O)(=O)Nc2ccc(Nc3ccccc3)cc2)cc1	-7.3%	3.4%	-6.1%	-45.9	-0.3%	6.8%	-0.8%	0.1%	-0.9%	-6.2%	-5.8%
CCCc1nc(-c2ccccc2O)n(-c2ccccc2)n1	-1.2%	-5.8%	-1.3%	-7.7	-3.2%	5.6%	-18.0%	-1.1%	0.0%	-14.1%	0.8%
COc1ccc(NC(=O)CC2SC(=N)N(c3ccccc3)C2=O)c(OC)c1 (stereo unspecified)	0.3%	1.3%	2.2%	-12.4	-1.2%	1.4%	3.0%	8.3%	-0.2%	·	-1.8%
C=CCn1c(SCC(=O)NC2CCCCC2)nnc1-c1cccnc1	-1.3%	-0.2%	0.6%	31.8	·	4.5%	14.3%	-3.2%	0.2%	9.2%	0.7%
Cc1cc(S(=O)(=O)N2CCCC2)ccc1OCC(=O)NCc1ccccn1	0.4%	-19.9%	-2.0%	8.2	-3.1%	3.4%	8.3%	-0.6%	0.1%	-3.2%	0.7%
CCc1cccc2c(C#N)cn(CC(=O)NCCOC)c12	0.0%	-5.0%	-0.2%	-3.5	-3.4%	2.0%	-2.1%	1.2%	-0.1%	3.1%	?
C/C=C/C=[N+](\[O-])C(C)/C(=N/O)c1ccc(F)cc1 (stereo unspecified)	1.8%	-0.5%	1.4%	5.8	-7.4%	-4.1%	-11.2%	·	0.0%	7.6%	2.6%
Cc1cc(C)nc(NS(=O)(=O)c2ccc(NC(=O)C3CC3)cc2)n1	0.4%	-1.2%	2.0%	0.1	-3.4%	1.5%	-3.9%	-1.3%	0.5%	13.2%	2.1%
Cc1ccc(CC(=O)NNC(=O)c2ccncc2)cc1C	?	1.6%	1.7%	0.8	-4.2%	-4.3%	5.8%	3.8%	0.0%	1.4%	3.5%
CS(=O)(=O)c1nc(-c2ccc(Br)cc2)n[nH]1	24.5%	4.1%	2.9%	-6.5	-6.2%	4.8%	3.9%	-2.5%	0.0%	15.3%	0.0%
CSc1ccc(Cl)c(C(=O)Nc2ccc(C)cn2)c1	0.1%	0.6%	0.3%	-5.4	4.7%	0.6%	0.3%	-12.6%	0.0%	12.4%	?
CCN1CCN(S(=O)(=O)c2ccc(Cl)c(C(=O)Nc3ccccc3N3CCCCC3)c2)CC1	-5.0%	0.9%	1.9%	0.2	-3.8%	10.4%	4.1%	-0.2%	-0.6%	0.1%	5.4%
COC(=O)CC/C(=N/Nc1ccc(Cl)c(Cl)c1)C(=O)OC	-2.3%	2.7%	0.0%	-16.4	-4.4%	-1.4%	?	4.5%	0.4%	-8.0%	?
CN(C)Cc1nc2c(c(=O)[nH]1)C(C)(C)Cc1ccccc1-2	-2.9%	-0.1%	1.4%	7.7	1.6%	-0.4%	1.2%	-3.4%	-0.5%	-1.2%	-14.6%
